H9c2 TAG inh: triacylglycerol accumulation inhibition; actives 0.66% (n = 230,000); H9c2 cells, Nile Red lipid (TAG) fluorescence; cells loaded with 200 µM oleic acid; AID 651582; inhibition, % at 12.5 µM;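 active = pattern-corrected inhibition of lipid staining of at least 50% with the nuclear-stain viability signal not falling by more than 50%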;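 note: 0% = DMSO wells and 100% = triacsin C control wells; some results filed as inactive read as strong as hits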
H9c2 TAG inh DAPI viability: also measured in H9c2 TAG inh; calls as there; DAPI nuclei signal change (viability), lower = more cytotoxic, %;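 whole-well DAPI fluorescence read on a plate reader as a viability signal; minus 50 percent equals half of cells still viable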
An asterisk follows results filed as active. This is a subset, so the mix of outcomes need not match the whole.

item	SMILES	H9c2 TAG inh DAPI viability	H9c2 TAG inh
1	Cn1cc(CCNCc2cn[nH]c2-c2ccc(-c3ccccc3)cc2)cn1	12.8	14.2
2	COc1ccc(Cc2nnc(NC(=O)c3ccccc3[N+](=O)[O-])s2)cc1	0.2	1.8
3	CCOC(=O)CSCc1csc(CC(=O)Nc2ccccc2C)n1	-5.4	5.9
4	Cc1noc(C)c1C(=O)N1CCOCC1	0.8	-18.4
5	COC(=O)c1ccccc1NC(=O)CN(C)S(=O)(=O)c1cc(C)ccc1OC	4.6	1.3
6	CCOC(=O)c1cc(-c2ccccc2)sc1NC(=O)COC(=O)c1cccc(S(N)(=O)=O)c1	-37.6*	78.1*
7	Cc1ccc(Nc2nc3ccccc3[nH]2)nc1	7.1	-13.3
8	CC(NC1CCCC1)C(=O)Nc1ccccc1-c1ccccc1 (stereo not drawn)	21.2	-18.9
9	CCN1CCN(S(=O)(=O)c2ccc(Cl)c(C(=O)N(CC(C)C)C3CCS(=O)(=O)C3)c2)CC1 (stereo not drawn)	-1.4	-0.9
10	COc1c(C)cc(C(O)c2ncc(-c3cccc(F)c3)[nH]2)cc1C (stereo not drawn)	2.1	5.3
11	CCCNC(=O)Nc1cc(OCC)c(N2CCOCC2)cc1OCC	15.3	-25.7
12	Cc1onc(-c2ccccc2)c1C(=O)c1ccccc1	-9.5	10.3
13	CC1CCCC/C1=N\NC(=S)Nc1ccccc1 (stereo not drawn)	-4.4	-13.5
14	COc1ccccc1C(=O)N1CCNC(=O)C1CC(=O)Nc1ccc(Cl)cc1 (stereo not drawn)	2.6	-13.1
15	O=C(COC(=O)c1ccc(-n2cnnn2)cc1)c1ccc(Br)cc1	4.1	5.1
16	O=C(CCc1ccccc1)N1CCN(c2ccccc2F)CC1	6.8	1.5
17	CN1CCC(N(C)C(=O)CNC(=O)c2ccc(C(C)(C)C)cc2)CC1	0.1	7.6
18	CC(=O)Nc1cccc(-c2ccnc3c2CC(C)(C(=O)NCc2ccncc2)O3)c1 (stereo not drawn)	-9.2	5.3
19	Cn1cccc1C1CCCN1CC(=O)Nc1ccc(F)c(F)c1F (stereo not drawn)	0.2	-10.5
20	CC1CCN(C(=O)c2[nH]cnc2C(=O)Nc2ccon2)CC1	0.0	-5.3
21	COc1ccc(CCNC(=O)Cc2cc(OC)c(OC)cc2[N+](=O)[O-])cc1OC	-7.9	4.8
22	CCOc1cc(Cl)c(CNCCCN2CCOCC2)cc1OC	-14.4	13.8
23	O=C(NC1CCCc2c1cnn2-c1cc(F)cc(F)c1)c1cc[n+]([O-])cc1 (stereo not drawn)	-0.6	2.1
24	O=C(NNC(=O)c1ccc(F)c(S(=O)(=O)N2CCOCC2)c1)c1ccc(Br)cc1	-3.8	-2.8
25	CON(C)C(=O)CC(CN(Cc1ccccc1)C(=O)OC(C)(C)C)c1ccc(Cl)cc1 (stereo not drawn)	-9.6	-2.4
26	O=C(NC(=S)N1CC=CCC1)c1ccccc1	-0.8	8.0
27	Cc1c(Cl)cccc1NC(=O)Nc1ccn(C)n1	7.4	-0.5
28	O=C(CCOc1ccccc1)Nc1ccccc1[N+](=O)[O-]	12.9	-12.3
29	CCOC(=O)c1sc(NC(=O)CCN2CCN(CC)CC2)c(C(=O)OCC)c1C	13.3	2.9
30	CCOC(=O)c1ccccc1NC(=O)COC(=O)C1=COCCO1	3.9	-1.4
31	CCCCN1C(=O)C(O)(CC(=O)c2ccco2)c2cc(Br)ccc21 (stereo not drawn)	-26.0	6.7
32	Cn1c(-c2ccccc2F)cc2onc(-c3ccccc3)c2c1=O	12.4	-13.8
33	CCC1Sc2ccccc2N(CC(=O)NC2CC2)C1=O (stereo not drawn)	2.2	7.2
34	CCOc1cc(/C=N/N=C(/N)c2nonc2N)cc(Br)c1OCc1ccc(Cl)cc1	-32.7	7.0
35	COCCNC(=O)C(c1cccs1)N(C(=O)Cn1nnc2ccccc21)c1cccc(C)c1 (stereo not drawn)	10.8	-22.8
36	COc1ccc(Cc2nnc(Nc3c(C)cccc3C)o2)cc1OC	7.2	-5.7
37	CCCCCC(=O)NNC(=O)Nc1ccccc1	2.7	2.0
38	CC(NC(=O)CSc1n[nH]c(=O)n1C1CC1)C12CC3CC(CC(C3)C1)C2 (stereo not drawn)	-1.5	-1.1
39	COc1ccc2nc(NNC(=O)COc3ccccc3)sc2c1	-5.4	-15.6
40	C[N+]1(CC(O)c2ccccc2)CCCCCC1 (stereo not drawn)	5.1	6.7
41	O=C(O)C(Cc1cc(Cl)ccc1Cl)Sc1nc2ccccc2[nH]1 (stereo not drawn)	-6.6	9.7
42	CSc1nc2ncnc(N)c2[nH]1	-5.4	-2.6
43	C=CCn1c(COc2cc(C)ccc2C(C)C)nnc1SCC(=O)c1c(N)n(C)c(=O)n(C)c1=O	5.5	-1.6
44	CCN(CC)C(=O)c1ccccc1NC(=O)CN1C(=O)c2ccccc2C1=O	0.5	-14.3
45	CC(=O)c1cccc(OCc2cc(C(=O)N(C)Cc3cnccn3)no2)c1	4.0	2.3
46	CCOC(=O)C1CCN(S(=O)(=O)c2nc3nc(C)cc(C)n3n2)CC1	5.5	0.7
47	CCCOc1ccc(NC(=O)c2cc3cc(C)ccc3[nH]2)cc1	-3.5	12.7
48	O=C(CCCOc1ccccc1)Nc1nncs1	-3.9	6.2
49	COc1ccc(-c2[nH]ncc2/C=N\NS(=O)(=O)c2ccc(Cl)cc2)cc1	-6.5	10.0
50	CC(C)(Cc1ccccc1)NC(=O)C(=O)c1cn(CC(=O)N2CCOCC2)c2ccccc12	-3.0	17.6

The results go on.
item	SMILES	H9c2 TAG inh DAPI viability	H9c2 TAG inh
51	C=CCNC(=O)Nc1ccc2nc(C)sc2c1	-0.4	6.1
52	CCCCn1ccnc1C(=O)c1ccc(S(=O)(=O)N2CCCC2)cc1	-0.6	6.0
53	O=C(COC(=O)c1cc(S(=O)(=O)NCc2ccccc2)ccc1O)c1cc2ccccc2o1	-7.1	5.4
54	CCCCN(C)CCCNC(=O)CC1Oc2ccccc2NC1=O (stereo not drawn)	4.7	6.0
55	Cc1cc(Cl)c(S(=O)(=O)NCc2cccnc2)cc1OCC(N)=O	-9.1	1.9
56	O=C(Nc1ccccc1C(=O)NC1CC1)c1ccccc1	-0.4	15.2
57	O=C(COc1ccccc1)N1CCc2ccccc2C1	5.9	-15.6
58	Cc1ccc(CNc2nc(NCC3CC3)nc3ccsc23)c(C)c1	9.6	-2.9
59	Nc1nc(N2CCN(C(=O)c3ccco3)CC2)nc2ccccc12	19.7	12.4
60	O=C(O)CCn1c(=O)[nH]c2ccccc2c1=O	1.0	7.8
61	O=C(O)[C@H]1CCCC[C@H]1C(=O)Nc1cc([N+](=O)[O-])ccc1F	5.3	-2.8
62	O=C(CNS(=O)(=O)c1ccccc1)NCC(=O)OCc1ccc(Cl)cc1	11.1	-7.9
63	CCOc1nc(-c2ccccc2)ccc1-c1noc(-c2ccc(OC)c(OC)c2)n1	14.2	-9.5
64	CCc1cc(Cn2nc(-c3ccccc3)cc2C(=O)NCc2cccc(C(F)(F)F)c2)on1	-2.2	5.9
65	COC(=O)[C@@H]1C[C@H]2CC[C@H](O)C[C@H]2N1Cc1ccc(-c2ccccc2)cc1	-10.4	1.3
66	COc1ccc(NC(=O)CSc2ccc3c(c2)OCCO3)cc1S(N)(=O)=O	-3.6	-13.5
67	Cc1cc(C)c2c(N)c(C(=O)c3ccccc3Cl)sc2n1	4.7	-12.6
68	Cc1ccc(-c2noc(CCC(=O)NCCN3CCN(Cc4ccccc4)CC3)n2)cc1	-26.6	37.4
69	COc1ccc2oc(C(=O)OCC(=O)N(C)C3CCS(=O)(=O)C3)c(C)c2c1 (stereo not drawn)	-11.0	14.1
70	CCCNC(=O)N1CCC(Cc2ccccc2)CC1	-0.6	-8.4
71	CCOc1ccccc1NC(=O)COC(=O)COc1cccc2c1OC(C)(C)C2	-0.1	-9.7
72	Cc1nn(C)c(C)c1Nc1ccc(N2C(=O)C3CC=CCC3C2=O)cc1[N+](=O)[O-] (stereo not drawn)	-4.2	-3.2
73	CCC1CCCCN1C(=O)CSc1nnc(-c2ccc(Cl)s2)o1 (stereo not drawn)	-5.7	-6.8
74	CC(C)(C)OC(=O)N(Cc1ccccc1)Cc1ccccc1OCc1cccc(NC(=O)C2CCC2)c1	-1.6	-19.4
75	Cc1cc(C)nc(NS(=O)(=O)c2ccc(N3Cc4ccccc4C3=O)cc2)n1	-11.7	-5.1

A draw from above in order of SMILES length, highest first:
item	SMILES	H9c2 TAG inh DAPI viability	H9c2 TAG inh
59	Nc1nc(N2CCN(C(=O)c3ccco3)CC2)nc2ccccc12	19.7	12.4
60	O=C(O)CCn1c(=O)[nH]c2ccccc2c1=O	1.0	7.8
57	O=C(COc1ccccc1)N1CCc2ccccc2C1	5.9	-15.6

(further entries)
item	SMILES	H9c2 TAG inh DAPI viability	H9c2 TAG inh
76	CC1CCN(CC(O)COc2ccc(F)cc2)CC1 (stereo not drawn)	3.0	7.5
77	O=C(CC1SC(=Nc2ccc(OC(F)F)cc2)N(CCN2CCOCC2)C1=O)Nc1ccc(F)cc1F (stereo not drawn)	3.1	-0.6
78	COc1ccc(C(CNC(=O)c2ccc3c(c2)C(=O)N(CCC(C)C)C3=O)N2CCOCC2)cc1 (stereo not drawn)	-7.2	-13.8
79	CC1CCc2c(sc(NC(=O)CCC(=O)O)c2C(=O)NC2CC2)C1 (stereo not drawn)	0.4	26.7
80	Cc1cc(=O)c2c(O)c(O)ccc2o1	1.9	-11.5
81	COc1ccc(OC)c(NC(=O)COC(=O)/C=C/c2ccco2)c1	3.8	-31.4
82	OCCN1CCN(CC(O)C(F)(F)F)CC1 (stereo not drawn)	-16.5	5.6
83	O=C(N/N=C/c1cccc(F)c1)NC1CCCCC1	9.3	-7.3
84	COc1cccc(-n2nc(-c3ccnn3-c3ccccc3)c(=O)n(C)c2=O)c1	-4.5	-14.5
85	Nc1nnc(SCC(=O)Nc2ccc(N3CCOCC3)c(Cl)c2)s1	7.4	-20.8
86	Oc1ccc(NC(=S)N=Nc2c(O)[nH]c3ccc(Br)cc23)cc1	3.1	19.4
87	CCOC(=O)C1CCCN(C(=O)c2ccc3c(c2)CCO3)CC1 (stereo not drawn)	-4.9	2.6
88	COc1ccc(N(CC(=O)Nc2cc(OC)ccc2OC)S(C)(=O)=O)cc1	8.6	-6.5
89	O=C(CSc1nc(-c2ccco2)cc(C(F)(F)F)n1)Nc1ccc2c(c1)CCC2	-13.0*	51.8*
90	O=C(Nc1cccnc1)c1cc(F)cc(F)c1	-2.3	6.8
91	C/C=C/C(=O)OCC(=O)Nc1cc(OC)c([N+](=O)[O-])cc1C	0.3	-6.4
92	O=C(Cn1cc(COc2c(F)c(F)cc(F)c2F)nn1)c1ccc(O)cc1	-10.8	-1.0
93	Cc1ccc(NC(=O)CCNC(=O)c2ccc([N+](=O)[O-])cc2)cc1S(=O)(=O)N1CCOCC1	1.4	-5.0
94	COc1ccc(NC(=O)CN(C)C(=O)CNC(=O)c2ccc3ccccc3c2)cc1	-7.8	-2.6
95	COc1ccccc1OCC(=O)NNC(=O)Nc1ccc(Cl)cc1	-12.1	0.6
96	N=C(N)SCC1=CCS(=O)(=O)C1	-5.4	9.4
97	CCn1ccnc1CN(C)C(=O)c1cc(COc2ccccc2SC)on1	3.6	0.2
98	COc1ccc(C2/C=C\CN(C(=O)C3CC3)CC(=O)N2Cc2ccc(F)cc2)cc1 (stereo not drawn)	5.2	-12.2
99	CC(=O)Nc1ccc(NC(=O)C2CCCN2S(=O)(=O)c2cccc3nsnc23)cc1 (stereo not drawn)	-0.9	8.1
100	N/C(=N\O)c1ccc(NC(=O)c2ccc(Br)o2)cc1	-9.0	12.8

5 records picked at random from those above:
item	SMILES	H9c2 TAG inh DAPI viability	H9c2 TAG inh
89	O=C(CSc1nc(-c2ccco2)cc(C(F)(F)F)n1)Nc1ccc2c(c1)CCC2	-13.0*	51.8*
34	CCOc1cc(/C=N/N=C(/N)c2nonc2N)cc(Br)c1OCc1ccc(Cl)cc1	-32.7	7.0
30	CCOC(=O)c1ccccc1NC(=O)COC(=O)C1=COCCO1	3.9	-1.4
78	COc1ccc(C(CNC(=O)c2ccc3c(c2)C(=O)N(CCC(C)C)C3=O)N2CCOCC2)cc1 (stereo not drawn)	-7.2	-13.8
47	CCCOc1ccc(NC(=O)c2cc3cc(C)ccc3[nH]2)cc1	-3.5	12.7

Next entries.
item	SMILES	H9c2 TAG inh DAPI viability	H9c2 TAG inh
101	O=C(Nc1ccccn1)C12CC3CC(C1)CC(C(=O)Nc1ccccn1)(C3)C2	20.0	-12.9
102	O=C(O)CCCn1cc(NC(=O)COc2ccc([N+](=O)[O-])cc2)cn1	1.7	-1.0
103	COc1cccc(NC(=O)CSc2nncn2-c2ccccn2)c1	12.6	4.7
104	CCOC(=O)c1c(NC(=O)CCC(=O)O)sc2c1CC(C)(C)OC2	-1.3	10.3
105	O=C(N/N=C/c1ccc([N+](=O)[O-])o1)c1cc(-c2cccc(Br)c2)nc2ccccc12	-2.7	10.0
106	O=C(CN1CCC(C(=O)c2cccc(F)c2)CC1)NCc1cccs1	1.5	0.0
107	O=C(/C=C/c1cccs1)c1ccc(N2CCOCC2)cc1	0.0	-5.8
108	Cn1cc(CN2CCC(Oc3ccc(C(=O)N4CCCCC4)cc3)CC2)cn1	-1.3	-5.1
109	Cc1ccc(S(C)(=O)=O)cc1C(=O)Nc1cccc(S(=O)(=O)N2CCCCCC2)c1	-0.3	5.2
110	Cc1ccc(NC(=O)CN2c3cccc4cccc(c34)S2(=O)=O)cc1	1.0	-16.9
111	CCOc1ncccc1C(=O)Nc1ccc(S(=O)(=O)Nc2cc(C)nc(C)n2)cc1	-1.1	1.3
112	O=C(CSCc1ccccc1F)NCc1ccccc1	-6.8	-10.8
113	COCc1ccc(CN2CCc3c([nH]c4ccccc34)C2C(C)(C)C)o1 (stereo not drawn)	0.4	-1.7
114	O=c1[nH]c(CSc2ncnc3sccc23)nc2cc(C(F)(F)F)ccc12	-3.2	1.0

Screens: PubChem, Sanford-Burnham Center for Chemical Genomics
